# High-throughput results (PubChem BioAssay)
# NOD2 RIPK2 PPI: NOD2-RIPK2 protein interaction inhibition; O43353; CHO BLA complementation NOD2-RIPK2, CCF4 ratio; inhibition, % at 4.98 µM; actives 0.38% (n = 360,000); in the data active = inhibition above about 21%;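 also: 0% = vehicle only and 100% = reference blocker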
# Target sequence (O43353 whole entry, looked up): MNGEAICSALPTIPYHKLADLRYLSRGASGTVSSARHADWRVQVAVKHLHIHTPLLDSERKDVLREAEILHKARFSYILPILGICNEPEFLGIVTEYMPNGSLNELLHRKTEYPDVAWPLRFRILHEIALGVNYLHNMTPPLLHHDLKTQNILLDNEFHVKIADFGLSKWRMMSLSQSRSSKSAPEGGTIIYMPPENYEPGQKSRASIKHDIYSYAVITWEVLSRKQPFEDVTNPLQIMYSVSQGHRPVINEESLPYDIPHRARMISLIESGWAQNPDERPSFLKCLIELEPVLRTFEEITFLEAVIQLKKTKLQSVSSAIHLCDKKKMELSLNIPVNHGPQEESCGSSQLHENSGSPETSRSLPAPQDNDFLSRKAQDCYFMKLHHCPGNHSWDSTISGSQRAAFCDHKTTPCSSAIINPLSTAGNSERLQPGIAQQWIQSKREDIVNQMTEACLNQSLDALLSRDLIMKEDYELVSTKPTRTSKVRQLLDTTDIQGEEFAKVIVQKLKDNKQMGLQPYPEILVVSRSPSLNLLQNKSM
# NCOA3 inh: inhibitors of human steroid receptor coactivator 3 (SRC3). HEK293 GAL4-SRC3 luciferase reporter, luminescence. inhibition, % at 3.6 µM. actives 0.17% (n = 360,000). Q9Y6Q9;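 active = inhibition above a per-campaign cutoff, the mean of all compounds plus 3 SD, cut at about 60% in these data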;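 also: 0% = DMSO-treated cells and 100% = gossypol-treated cells at 36 µM; higher means less SRC3-driven luciferase light from the GAL4 reporter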
# COUP-TFII inh: inhibitors of human COUP-TFII (NR2F2); P24468; HEK293T NGFI-A luciferase reporter, luminescence; inhibition, % at 8.6 µM; actives 0.7% (n = 370,000);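 active = inhibition above a per-plate cutoff, mean inhibition of test wells between control levels plus 3 SD, cut at about 38% in these data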;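 also: cells cotransfected with COUP-TFII expression vector driving the NGFI-A reporter; 0% = median of COUP-TF2 test wells and 100% = reporter-only cells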
# LMP1 NFkB inh: reduces LMP1-driven NF-kappaB luciferase signal; LMP1-induced NF-kappaB luciferase reporter cells, luminescence; inhibition, % at 12.5 µM; actives 0.69% (n = 350,000); in the data active = inhibition above about 41%;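 also: 0% = neutral control wells and 100% = reference inhibitor control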
# MC4R ag barr: human MC4R agonism via beta-arrestin | P32245 | U2OS MC4R beta-arrestin complementation, luminescence; percent of melanotan II response, DMSO zero | activation, % at 8.9 µM | actives 0.98% (n = 360,000);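 active = activation above a per-plate cutoff, the mean activation of sample wells on that plate plus 3 SD, cut at about 8% in these data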
# ABHD5-PLIN5 inh: ABHD5-PLIN5 protein interaction inhibition | Split G. princeps luciferase complementation, luminescence, 4 h | actives 0.78% (n = 360,000) | inhibition, % at 4 µM;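 active = inhibition above the mean inhibition across every tested compound plus 3 SD, cut at about 22% in these data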;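 also: 0% = DMSO only wells and the 100% control is not disclosed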
# NCOA2 inhibitor: human SRC2 (NCOA2) inhibition. Q15596. HEK293 GAL4-SRC2 luciferase reporter, luminescence. inhibition, % at 9 µM. actives 0.17% (n = 370,000);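 active = inhibition above the mean inhibition of all tested compounds plus 3 SD, set per campaign, cut at about 52% in these data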;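 also: 0% = DMSO treated cells and 100% = cells given Gossypol at 36 µM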
# SRC1 inh: inhibitors of human steroid receptor coactivator 1 (SRC1); AID 588354; inhibition, % at 3.6 µM; actives 0.12% (n = 360,000); HEK293 GAL4-SRC1 luciferase reporter, luminescence;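 active = inhibition above the campaign mean plus 3 SD, with each screening campaign given its own cutoff, cut at about 60% in these data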;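 also: 0% = DMSO treated cells and 100% = gossypol at 36 µM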
# TLR9-MyD88 inh: TLR9-MyD88 interaction inhibition; Q9NR96+Q99836; CHO BLA complementation TLR9-MyD88, CCF4 FRET ratio; inhibition, % at 4.98 µM; actives 0.21% (n = 340,000);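 active = inhibition above the mean over all tested compounds plus 3 SD, cut at about 21% in these data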;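 also: 0% = DMSO only wells and 100% = clavulanate BLA inhibitor control wells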
# MC4R antagonist: blocks human MC4R cAMP signaling; MC4R-expressing cells, MTII-stimulated cAMP, LANCE TR-FRET; inhibition, % at 6.5 µM; AID 540295; P32245; actives 0.48% (n = 360,000);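 active = inhibition above its plate's cutoff, the mean of tested wells on that plate plus 3 SD, cut at about 29% in these data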;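 also: 0% = Melanotan II alone and 100% = Melanotan II plus saturating MCL0020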
#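 Assay system: U2OS cells stably expressing human melanocortin 4 receptor (MC4R) / Dosing: 6.5 µM / Timing: compound 30 min, challenge 1 h, detection 1 h / Measured by: Eu-cAMP/anti-cAMP TR-FRET, emission 671 nm / Replicates: singlicate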
# LRH-1 inv ag: inverse agonists of human LRH-1 (NR5A2); O00482; HEK293T StAR-luciferase reporter, LRH-1 transfected, 24 h; inhibition, % at 3.6 µM; actives 0.13% (n = 360,000); AID 602396;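 active = inhibition above the mean inhibition of all tested compounds plus 3 SD, cut at about 73% in these data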;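 also: 0% = DMSO wells and 100% = reporter-only cells lacking LRH-1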
# Target sequence (O00482 whole entry, looked up): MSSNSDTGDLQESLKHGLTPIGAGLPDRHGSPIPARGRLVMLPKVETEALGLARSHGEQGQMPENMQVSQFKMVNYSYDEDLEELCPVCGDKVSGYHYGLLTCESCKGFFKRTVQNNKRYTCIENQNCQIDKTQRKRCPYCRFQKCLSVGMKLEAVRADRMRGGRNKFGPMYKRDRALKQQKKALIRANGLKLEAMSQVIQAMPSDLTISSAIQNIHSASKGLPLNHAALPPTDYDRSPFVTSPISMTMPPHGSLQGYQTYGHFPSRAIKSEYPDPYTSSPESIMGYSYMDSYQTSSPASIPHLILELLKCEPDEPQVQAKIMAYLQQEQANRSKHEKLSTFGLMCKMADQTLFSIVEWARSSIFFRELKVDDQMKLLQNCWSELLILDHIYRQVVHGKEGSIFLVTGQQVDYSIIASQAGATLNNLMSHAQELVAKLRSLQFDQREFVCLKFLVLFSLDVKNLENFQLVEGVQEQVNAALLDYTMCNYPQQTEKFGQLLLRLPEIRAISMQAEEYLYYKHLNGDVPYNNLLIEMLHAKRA
# Starred values were filed as active, the others as inactive; . = no result given. A portion of the library; rates above refer to the full screens.
1) COc1ccc(S(=O)(=O)N(C)CC(=O)Nc2cccc(C(C)=O)c2)cc1Cl
2) CC(C)(C)N1CC23CCC(C[C@@H]2C1=O)O3 (stereo not given in full)
3) CCOC(=O)N1CCN(C(=O)c2ccc3c(c2)N=C(CC)c2cc(C)ccc2S3)CC1
4) CC(C)(C)c1cc(S(=O)(=O)CCc2ccccn2)cc(C(C)(C)C)c1F
5) CCOC(=O)C1CCN(C(=O)c2cc3cc4ccc(OC)cc4nc3o2)CC1
6) COc1cccc(C#CC2=CC(=O)CC(C)(C)C2)c1
7) Cc1ccc2nc(SCC(=O)NCc3ccccc3Cl)nc(=O)n2c1
8) CC(NCc1ccncc1)C12CC3CC(CC(C3)C1)C2 (stereo not given)
Compound | 1 | 2 | 3 | 4 | 5 | 6 | 7 | 8
LRH-1 inv ag | -16 | -6 | -55 | 9 | -83 | -26 | -12 | 10
COUP-TFII inh | 20 | 14 | 6 | -6 | -26 | -29 | 9 | 23
NCOA3 inh | 3 | 13 | 6 | -4 | -49 | -24 | -24 | 5
SRC1 inh | 3 | -9 | -1 | 5 | -105 | -44 | 3 | 4
NOD2 RIPK2 PPI | 4 | 6 | -5 | 9 | -4 | 3 | 3 | -2
LMP1 NFkB inh | -11 | -11 | 8 | -11 | 25 | -17 | 7 | -3
ABHD5-PLIN5 inh | -11 | 4 | -1 | 1 | -5 | 1 | -7 | 3
MC4R ag barr | -1.4 | -0.8 | -1.0 | 4.0 | -2.8 | -0.8 | -2.0 | -0.1
TLR9-MyD88 inh | -9 | 1 | 5 | -11 | -5 | 3 | -1 | -6
NCOA2 inhibitor | 2 | 0 | 9 | 10 | -56 | -21 | -13 | 6
MC4R antagonist | -6 | 4 | -2 | 1 | 3 | 2 | -6 | 3

9) CC(NC(=O)C12CC3CC(CC(C3)C1)C2)C(=O)N/N=C/C1=C(N2CCOCC2)C(=C\c2cccc([N+](=O)[O-])c2)/CC1 (stereo not given)
10) O=C(c1ccc(CS(=O)Cc2ccc(Cl)cc2)o1)N1CCN(c2ccccc2)CC1 (stereo not given)
11) CCCCN1C(=O)C(=O)N(CC(=O)Nc2ccccc2C(=O)OCC)C1=O
12) CC(=O)c1ccc(-n2c(CCC(=O)O)ccc2-c2ccc(Cl)cc2)cc1
13) CCOC(=O)c1ccccc1NC(=O)c1cc(S(=O)(=O)N2CCOCC2)ccc1F
14) Cc1cc(C(=O)Nc2nnc(C3CCCCC3)s2)no1
15) CC1CCN(C(=O)c2ncn3c2c(=O)[nH]c2ccc(Br)cc23)CC1
16) CCOc1ccc(/C=N/NC(=O)c2c(C)n(C)c3ccc(OC)cc23)cc1
Compound | 9 | 10 | 11 | 12 | 13 | 14 | 15 | 16
LRH-1 inv ag | 17 | 2 | 8 | -18 | 11 | -13 | 2 | 27
COUP-TFII inh | -5 | -2 | 9 | 10 | -19 | -11 | -16 | 3
NCOA3 inh | 12 | 2 | 24 | -1 | 17 | -6 | -11 | 7
SRC1 inh | 1 | -10 | -31 | 4 | -5 | -41 | -3 | 8
NOD2 RIPK2 PPI | -2 | 0 | -6 | -8 | -5 | -1 | -14 | 11
LMP1 NFkB inh | -7 | 2 | -7 | 8 | -9 | -5 | 3 | 21
ABHD5-PLIN5 inh | 12 | 4 | 3 | 5 | -3 | 2 | -3 | -5
MC4R ag barr | -0.8 | -2.5 | -0.7 | 1.0 | -1.4 | -1.4 | 0.9 | 0.4
TLR9-MyD88 inh | -10 | -2 | 4 | 0 | -3 | -8 | 11 | 0
NCOA2 inhibitor | 17 | -9 | -1 | 23 | -13 | -7 | -14 | -3
MC4R antagonist | -3 | -4 | 1 | 16 | -25 | 3 | -2 | -4

17) O=C(OCc1cn(-c2ccc(Cl)c(Cl)c2)nn1)c1ccccc1
18) Cc1cccc(C)c1OCc1cc(C(=O)N2CCCCCCC2)no1
19) Cc1cc(C(=O)COC(=O)c2ccc[nH]c2=O)c(C)n1-c1ccc(F)cc1
20) CC1(C(=O)NS(=O)(=O)c2ccc(Cl)cc2)CCN1C(=O)CCc1cccs1 (stereo not given)
21) O=C(CCc1ccc(O)c(O)c1)N/N=C/c1cc2c(cc1[N+](=O)[O-])OCO2
22) CC(NC(=O)CCc1nnc(CCCc2ccccc2)o1)c1ccccc1 (stereo not given)
23) Cc1ccsc1/C=N/n1c(C2CCCCC2)n[nH]c1=S
24) O=C(CSC(=S)N1CCOCC1)c1cc2ccccc2oc1=O
Compound | 17 | 18 | 19 | 20 | 21 | 22 | 23 | 24
LRH-1 inv ag | -6 | 21 | -102 | 8 | 3 | -20 | -10 | -9
COUP-TFII inh | 7 | 6 | -2 | -9 | -7 | -37 | 0 | .
NCOA3 inh | -4 | -23 | -56 | -1 | 3 | -49 | 13 | -37
SRC1 inh | 3 | -12 | -58 | 10 | 3 | -35 | 1 | -10
NOD2 RIPK2 PPI | -5 | -11 | -18 | -10 | 0 | -7 | -8 | 0
LMP1 NFkB inh | 3 | -15 | 22 | . | 0 | -19 | 2 | -14
ABHD5-PLIN5 inh | -1 | 2 | -2 | 2 | 2 | -3 | -7 | 5
MC4R ag barr | 1.9 | -1.1 | -2.1 | 0.0 | -0.2 | -2.1 | 0.5 | 0.6
TLR9-MyD88 inh | -3 | -13 | -6 | . | 7 | 4 | 1 | -12
NCOA2 inhibitor | -3 | -20 | -51 | -16 | -17 | -59 | -3 | .
MC4R antagonist | 14 | 2 | 12 | 15 | 3 | 0 | 1 | -2

25) CCOC(=O)CNC(=O)CSc1ncnc2c1cnn2-c1ccc(Cl)cc1
26) O=C(CC1CCCCC1)OCn1nnc2ccccc2c1=O
27) CC(=O)Nc1ccc(NC(=O)C(C)N(C)CC(=O)Nc2ccccc2Br)cc1 (stereo not given)
28) COc1cccc(C2C(C#N)=C(N)Oc3c2oc(CO)cc3=O)c1 (stereo not given)
29) CCN(CC)CCCNC(=O)c1cc2c(=O)[nH]c3ccc(C)cc3c2s1
30) C#CCOCCOCCOCCNc1nc(N2CCN(C(=O)[C@H](C)n3cc(CCCN=C(N)N)nn3)CC2)nc(N2CCN(C(=O)[C@H](C)n3cc(CCCN=C(N)N)nn3)CC2)n1
31) Cc1cccc(-c2noc(CNC(=O)Nc3ccc(F)cc3)n2)c1
32) Cc1cc(C)c(NC(=O)CCCSc2nnc(N)s2)c(C)c1
Compound | 25 | 26 | 27 | 28 | 29 | 30 | 31 | 32
LRH-1 inv ag | -8 | 6 | 13 | 0 | -6 | 16 | -9 | 19
COUP-TFII inh | -4 | -13 | -8 | 1 | -19 | 10 | 3 | 0
NCOA3 inh | -20 | -6 | -26 | -2 | -15 | 24 | 2 | -1
SRC1 inh | 0 | -1 | -12 | -2 | 1 | 9 | 7 | -2
NOD2 RIPK2 PPI | -23 | 5 | -3 | -10 | -2 | -3 | 0 | 3
LMP1 NFkB inh | 2 | 4 | -5 | 0 | -3 | -20 | 6 | 8
ABHD5-PLIN5 inh | -1 | 2 | -2 | -1 | -4 | -1 | 0 | -9
MC4R ag barr | -1.5 | -0.1 | 0.0 | -0.4 | -1.5 | -0.9 | -1.0 | -1.5
TLR9-MyD88 inh | 4 | 3 | 7 | -3 | 10 | -4 | -2 | -3
NCOA2 inhibitor | -22 | -19 | -5 | -5 | -28 | 1 | 15 | 0
MC4R antagonist | 6 | -3 | 0 | 11 | -1 | 8 | 6 | 5

33) CCc1cc(C(=O)NCC(C)(C)N2CCOCC2)sc1C
34) O=C(N/N=C/c1cccnc1)c1ccc([N+](=O)[O-])cc1
35) S=c1[nH]nc(-c2ccc(Cl)cc2)n1CCCN1CCOCC1
36) COc1ccc(C)cc1NC(=O)CN1CCN(S(=O)(=O)c2ccc(C(C)C)cc2)CC1
37) Cc1cccc(-n2c(SCC(=O)N3CCCC3)nc3n[nH]c(C)c3c2=N)c1
38) N#Cc1cc(Oc2cccnc2)c(Oc2cccnc2)cc1C#N
39) COc1ccc(C(=O)N/C(=C/c2cccnc2)C(=O)N2CCN(C)CC2)cc1OC
40) CN1CCOc2cc(S(=O)(=O)NCc3ccc(S(N)(=O)=O)cc3)ccc21
Compound | 33 | 34 | 35 | 36 | 37 | 38 | 39 | 40
LRH-1 inv ag | 5 | 29 | -1 | 13 | 8 | 9 | 1 | -12
COUP-TFII inh | -3 | -9 | -5 | 3 | -10 | -7 | -1 | 9
NCOA3 inh | 18 | 4 | 16 | 3 | 9 | 25 | -11 | 7
SRC1 inh | 9 | 6 | -6 | -22 | -8 | -22 | -2 | -2
NOD2 RIPK2 PPI | 2 | -4 | -2 | -4 | -1 | 3 | 0 | -11
LMP1 NFkB inh | 2 | -6 | 3 | 1 | -2 | 4 | -8 | 0
ABHD5-PLIN5 inh | 11 | 0 | 1 | -2 | -1 | 0 | 15 | 2
MC4R ag barr | -3.7 | 2.3 | -2.5 | -1.5 | 0.6 | -0.5 | -0.2 | -2.0
TLR9-MyD88 inh | -12 | 1 | 1 | -2 | 0 | 11 | 8 | -9
NCOA2 inhibitor | -5 | -4 | 18 | 12 | -20 | 9 | 24 | 13
MC4R antagonist | 19 | 14 | 5 | 11 | 14 | 8 | -10 | 3

41) CCOC(=O)N1CCN(C(=O)c2ccccc2NS(=O)(=O)c2ccc(C)cc2)CC1
42) CN1CCCCc2c1nc1ccccc1c2N (tested in a mixture with another compound)
43) COc1ccc(CN2C(=O)c3ccccc3C2C(=O)NC2CCCCCC2)c(OC)c1 (stereo not given)
44) COc1ccccc1NC(=O)Nc1nc(C(N)Cc2ccccc2)cs1 (stereo not given)
45) Cc1noc(C)c1C(=O)Nc1ccc(F)cc1
46) CCN(CC)CCCN(Cc1cc2cc(OC)ccc2[nH]c1=O)C(=O)Nc1ccc(F)cc1
47) CC(C)c1ccc(N(CC(=O)NC2CCCCC2)C(=O)CNC(=O)c2ccco2)cc1
Compound | 41 | 42 | 43 | 44 | 45 | 46 | 47
LRH-1 inv ag | 6 | 4 | 9 | 9 | 2 | -1 | -6
COUP-TFII inh | -23 | -9 | 3 | 2 | -11 | 10 | 25
NCOA3 inh | 13 | 7 | 30 | -12 | 4 | -4 | 11
SRC1 inh | 5 | -6 | -25 | 9 | -18 | 6 | -2
NOD2 RIPK2 PPI | -7 | 0 | -6 | -12 | -9 | -5 | -6
LMP1 NFkB inh | -2 | -7 | 0 | . | 1 | -7 | 1
ABHD5-PLIN5 inh | 0 | -11 | 1 | 1 | 7 | 12 | -5
MC4R ag barr | 0.8 | 0.2 | 0.8 | 0.5 | 0.3 | 2.8 | -1.0
TLR9-MyD88 inh | 1 | -12 | -4 | . | -3 | -3 | -1
NCOA2 inhibitor | 10 | 9 | -23 | 1 | -11 | -21 | -23
MC4R antagonist | 6 | 15 | 2 | 0 | 2 | 5 | 8
